High-throughput results (PubChem)
Growth percent in the NCI-60 one-dose screen (48 h, 10 µM unless noted): 100 = growth as untreated, 0 = no growth, -100 = all killed.
UACC-62: UACC-62 melanoma | 5.4% of 81,000 active
M14: M14 melanoma. 6.2% of 80,000 active. AID 1794745
EKVX: EKVX NSCLC | 3% of 71,000 active
UACC-257: UACC-257 melanoma | 4.4% of 78,000 active
MALME-3M: MALME-3M melanoma; 5.8% of 78,000 active; AID 1794766
SK-MEL-5: SK-MEL-5 melanoma; 6.4% of 80,000 active; AID 1794755
A549/ATCC: A549/ATCC NSCLC; AID 1794740; 3.7% of 81,000 active
SK-MEL-2: SK-MEL-2 melanoma; 4.7% of 77,000 active; AID 1794763
The depositor's hits bear a star; / = not tested or not shown. The calls were made as follows: active = growth percent below 10; inactive = the rest.

Short forms – A = UACC-62; B = M14; C = EKVX; D = UACC-257; E = MALME-3M; F = SK-MEL-5; G = A549/ATCC; H = SK-MEL-2
smiles: Cc1ccc(-c2cc3c(SCC(=O)Nc4cc(C(F)(F)F)ccc4Cl)nccn3n2)cc1
  A: 97; B: 51; C: /; D: /; E: -69*; F: 48; G: 36; H: 85
smiles: CC(=O)OCN(C)N=Nc1ccc(C(C)=O)cc1
  A: 88; B: 103; C: 98; D: 100; E: 110; F: 69; G: 96; H: 110
smiles: COC(=O)c1cc(C(=O)C(F)(F)F)n2c3ccccc3c3ccccc3c12
  A: 69; B: 88; C: 78; D: 110; E: 104; F: 96; G: 93; H: 98
smiles: CC(=O)O[C@H]1C[C@@]2(C)[C@@H](CC(=O)[C@H]3[C@@]4(C)CCC(N5CCCC5)[C@@H](C)[C@@H]4CC[C@@]32C)/C1=C(\CCC=C(C)C)C(=O)O (stereo partly specified)
  A: 92; B: 102; C: 96; D: 103; E: 105; F: 105; G: 100; H: 106
smiles: CCN1C(=O)N(CC)C2C1NN=c1s/c(=C3\C(=O)N(C)c4ccccc43)c(=O)n12 (stereo unspecified)
  A: 29; B: 43; C: 58; D: 95; E: 41; F: 33; G: 35; H: 60
smiles: CC(=O)OCC1OC(OC2=C(CC=C(C)C)C(=O)c3ccccc3C2=O)C(OC(C)=O)C(OC(C)=O)C1OC(C)=O (stereo unspecified)
  A: -24*; B: 47; C: 16; D: 21; E: -36*; F: 4.7*; G: 80; H: 59
smiles: CCCCCCCCCCCCSCCc1ccccc1
  A: 106; B: 100; C: 102; D: 46; E: 99; F: 102; G: 65; H: 105
smiles: CC1CN2COC(=S)SSSSC(=S)OCN3CC(C)N(COC(=S)SSSSC(=S)OCN1CC2C)CC3C (stereo unspecified)
  A: 83; B: 90; C: 101; D: 93; E: 89; F: 116; G: 93; H: 101
smiles: Nc1nc(SCc2ccccc2[N+](=O)[O-])c2ncn(C3OC(CO)C(O)C3O)c2n1 (stereo unspecified)
  A: 96; B: 96; C: 101; D: 108; E: 99; F: 105; G: 103; H: 104
smiles: CCOC(=O)Nc1c(Cl)[nH]c(=O)n(C)c1=O
  A: 93; B: 100; C: 111; D: 108; E: /; F: 105; G: 100; H: 100

Remaining list, next part.
Short forms – A = UACC-62; B = M14; C = EKVX; D = UACC-257; E = MALME-3M; F = SK-MEL-5; G = A549/ATCC; H = SK-MEL-2
smiles: COc1cc(C2CC(c3cc(OC)c(OC)c(OC)c3)=Nc3c(C)nn(-c4ccccc4)c3N2)ccc1Oc1ccnc2cc(Cl)ccc12 (stereo unspecified)
  A: 84; B: 80; C: /; D: 84; E: 114; F: 71; G: 77; H: 80
smiles: CC(C)CCCC(C)C1CCC2C3CC=C4OC(=O)CCC4(C)C3CCC12C (stereo unspecified)
  A: /; B: 95; C: 98; D: 105; E: 104; F: 85; G: 85; H: 95
smiles: CSc1nc2ccc(C)cc2cc1/C=[N+](\[O-])c1ccccc1
  A: 54; B: 75; C: 87; D: 82; E: 96; F: 95; G: 83; H: 88
smiles: Cc1cc(C(=O)NN)c(C#N)c(=O)[nH]1
  A: 90; B: 100; C: 109; D: 95; E: 103; F: 96; G: 101; H: 100
smiles: Nc1nc(N)c2c(n1)NC(c1ccc3c(c1)OCO3)CC(c1cccc(Nc3ccncc3)c1)=N2 (stereo unspecified)
  A: 88; B: 83; C: 89; D: 67; E: 100; F: 90; G: 80; H: 86
smiles: Nc1nc(-c2ccccc2)c(N=Nc2ccccc2Cl)s1
  A: 72; B: 89; C: 89; D: 105; E: 135; F: 99; G: 78; H: 92
smiles: O=C(CCCCCCn1cc(-c2ccc(O[C@H]3OC(CO)[C@@H](O)C(O)[C@@H]3O)cc2)nn1)NO (stereo partly specified)
  A: 99; B: 105; C: 103; D: 100; E: 88; F: 95; G: 105; H: 105
smiles: C=CC/C(=N\OS(=O)(=O)O)SC1OC(CO)C(O)C(O)C1O (stereo unspecified)
  A: 98; B: 95; C: 98; D: 88; E: 110; F: 96; G: 84; H: 89
smiles: CCCC(=O)Oc1ccc(C(C)(C)C)cc1C
  A: 104; B: 110; C: 108; D: 102; E: 98; F: 107; G: 106; H: 105
smiles: O=S(=O)(c1c(Cl)cccc1Cl)N(Cl)Cl
  A: 106; B: 109; C: 137; D: 119; E: 118; F: 106; G: 105; H: 101

The list continues:
Short forms – A = UACC-62; B = M14; C = EKVX; D = UACC-257; E = MALME-3M; F = SK-MEL-5; G = A549/ATCC; H = SK-MEL-2
smiles: c1ccc(-n2cccc2)cc1
  A: 105; B: 114; C: 107; D: 84; E: 118; F: /; G: 94; H: 122
smiles: CC(C(O)C(F)(F)F)[N+](C)(C)C (stereo unspecified)
  A: 101; B: 87; C: /; D: 109; E: 102; F: 97; G: 105; H: 120
smiles: CN(C)c1ccc(-c2conc2-n2nc(-c3ccccc3)nc2-c2ccccc2)cc1
  A: 105; B: 96; C: 120; D: 110; E: 92; F: 101; G: 103; H: 120
smiles: CCCCCCCCCCC/C=N/Nc1ccc([N+](=O)[O-])cn1
  A: 97; B: 100; C: 101; D: 101; E: 111; F: 100; G: 101; H: 108
smiles: O=S1(=O)c2ccccc2N(c2ccccc2)c2nc(CSc3nc4ccccc4s3)nn21
  A: 87; B: 103; C: 112; D: 113; E: 95; F: 101; G: 117; H: 115
smiles: CCCCCCCCCCCCCCCCCCNC(=O)Oc1cc(C)ccc1C(C)C
  A: 92; B: 95; C: 101; D: 115; E: 97; F: 106; G: 101; H: 107
smiles: O=S(Cc1ccccc1)Cc1ccccc1
  A: 98; B: 97; C: 99; D: 97; E: 95; F: 107; G: 96; H: 101
smiles: COc1cc2oc(-c3ccc(NC(=O)c4ccccc4Br)cc3)cc(=O)c2c(OC)c1OC
  A: 77; B: 54; C: 74; D: 110; E: 84; F: 55; G: 57; H: 91
smiles: Nc1nccc(SCc2ccccc2)n1
  A: 94; B: 104; C: 110; D: 111; E: 110; F: 105; G: 95; H: 95
smiles: Cc1cc(C)c(CN)cc1CN
  A: 108; B: 100; C: /; D: /; E: 98; F: 104; G: /; H: 104

(cont.)
Short forms – A = UACC-62; B = M14; C = EKVX; D = UACC-257; E = MALME-3M; F = SK-MEL-5; G = A549/ATCC; H = SK-MEL-2
smiles: COc1ccc(CNCCN2C(=O)c3ccc4c5c(ccc(c35)C2=O)C(=O)N(CCNCc2ccc(OC)cc2)C4=O)cc1
  A: -84*; B: -73*; C: -69*; D: -91*; E: -76*; F: -100*; G: -84*; H: -74*
smiles: Cc1ccc(SC2c3ccc(Br)cc3Oc3nc(N)c(C#N)c(N)c32)cc1 (stereo unspecified)
  A: 96; B: 95; C: 60; D: 111; E: 92; F: 84; G: 93; H: 101
smiles: O=c1[nH]c2ncc(-c3ccc4ncnc(N5CCc6cc(F)c(Cl)cc65)c4c3)cc2o1
  A: 101; B: 84; C: 62; D: 98; E: 80; F: 99; G: 95; H: 102
smiles: S=c1oc(-c2cc(Cl)cc(Cl)c2Cl)nn1CNc1cccc(Cl)c1Cl
  A: 103; B: 106; C: 106; D: 89; E: 105; F: 99; G: 108; H: 92
smiles: COc1ccc(CNc2oc(-c3ccccc3)c(-c3ccccc3)c2C#N)cc1
  A: 62; B: 99; C: 84; D: /; E: 107; F: 63; G: 73; H: 83
smiles: COc1ccc(C2CC(c3ccccc3)=NN2c2nc(-c3ccccc3)c(C#N)c(=O)n2C)cc1 (stereo unspecified)
  A: 89; B: 103; C: /; D: /; E: 103; F: 98; G: 101; H: 94
smiles: O=C(/C=C/c1ccccc1)c1ccc(Nc2nc(NCCO)nc(N3CCOCC3)n2)cc1
  A: 76; B: 106; C: 96; D: 99; E: 98; F: 82; G: 77; H: 103
smiles: N#CCCNCC(=O)O
  A: 109; B: 104; C: 120; D: 122; E: 138; F: 108; G: 95; H: 110
smiles: Cc1ccc(N/N=C/c2c(-c3ccc(S(C)(=O)=O)cc3)nc3ccccn23)cc1
  A: 51; B: 59; C: 69; D: 66; E: 91; F: 70; G: 39; H: 89
smiles: O=[N+]([O-])c1ccc(-c2nn(-c3ccccc3)cc2C2CC(c3ccc(F)cc3)=NN2)cc1 (stereo unspecified)
  A: 84; B: 87; C: 92; D: 91; E: 83; F: 99; G: 98; H: 119

Next results follow:
Short forms – A = UACC-62; B = M14; C = EKVX; D = UACC-257; E = MALME-3M; F = SK-MEL-5; G = A549/ATCC; H = SK-MEL-2
smiles: COc1cc(NC(=O)CCl)ccc(=O)c1
  A: 57; B: 79; C: /; D: 66; E: 88; F: 75; G: 84; H: 74
smiles: Cc1cc(C)nc(C=O)c1
  A: 110; B: 110; C: 114; D: 66; E: 111; F: 101; G: 99; H: /
smiles: N#C/C(=C\c1ccc(Br)cc1)n1nnc2ccc(F)cc21
  A: -55*; B: -42*; C: 50; D: 6.2*; E: -23*; F: 6.1*; G: 17; H: 14
smiles: Clc1cc(Cl)c(Cl)c(-c2nc(CN3CCOCC3)cs2)c1
  A: 72; B: 90; C: 64; D: 101; E: 94; F: 49; G: 95; H: 81
smiles: CC(C)CSc1nc(NN)c(C#N)c(-c2ccccc2)n1
  A: 95; B: 107; C: 91; D: 110; E: 118; F: 91; G: 105; H: 101
smiles: CCN(CC)c1ccc(/C=C/C2=[N+](C)c3ccccc3C2(C)C)c(C)c1
  A: -21*; B: 11; C: 11; D: -16*; E: -33*; F: -98*; G: 9.9*; H: -13*
smiles: O=c1oc(=O)c2ccccc2c2ccccc12
  A: 100; B: 104; C: 115; D: 99; E: /; F: 108; G: 97; H: 100
smiles: CC(C)(C)CC(C)(C)NCc1ccccc1
  A: 102; B: 107; C: 110; D: 114; E: 112; F: 103; G: 105; H: /
smiles: COc1ccc(-c2nn(-c3ccccc3)cc2/C=C2\SC(=S)N(CCc3ccc(O)cc3)C2=O)cc1
  A: 60; B: 91; C: 85; D: 94; E: 85; F: 88; G: 81; H: 95
smiles: CC(C)OC(=O)Nc1ccc(-c2nc(-c3cccc(O)c3)c(-c3ccnc(Br)c3)[nH]2)cc1
  A: 21; B: 58; C: 76; D: 66; E: 57; F: 83; G: 83; H: 81

(next part)
Short forms – A = UACC-62; B = M14; C = EKVX; D = UACC-257; E = MALME-3M; F = SK-MEL-5; G = A549/ATCC; H = SK-MEL-2
smiles: COc1ccc(/C=N/NC(=O)Cn2nc(-c3ccccc3)ccc2=O)cc1OC
  A: 92; B: 129; C: 90; D: 112; E: 113; F: 96; G: 120; H: 111
smiles: COc1ccc(-c2c(C#N)c(-c3ccccc3)nc3c2c(-c2ccccc2)nn3-c2ccccc2)cc1
  A: 96; B: 94; C: 113; D: 101; E: 91; F: 98; G: 93; H: 103
smiles: CC(C)=C[C@@H]1CC2Cc3c(C)cc(C)cc3N1O2 (stereo partly specified)
  A: 87; B: 102; C: 100; D: 104; E: 90; F: 101; G: 94; H: /
smiles: O=C1Nc2ccccc2C(c2c[nH]c3ncccc23)N1 (stereo unspecified)
  A: /; B: 100; C: 110; D: /; E: 82; F: 104; G: 97; H: 95
smiles: c1ccc(CNNCc2ccccc2)cc1
  A: 99; B: 118; C: 104; D: 89; E: 117; F: 103; G: 89; H: 111
smiles: O=C(/C=C/c1ccc([N+](=O)[O-])cc1)c1ccc(Cl)cc1
  A: 84; B: 98; C: /; D: /; E: 89; F: 99; G: /; H: 90
smiles: CCOC(=O)c1c[nH]c2ccc([N+](=O)[O-])cc2c1=O
  A: 105; B: 107; C: 100; D: 102; E: 96; F: 113; G: 101; H: /
smiles: N=C(N)c1ccc(-c2ccc(-c3ccc(Cl)cn3)s2)cc1
  A: 90; B: 3.2*; C: 66; D: 94; E: 78; F: 70; G: 28; H: 100
smiles: CCOC(=O)c1ccccc1NC(=O)CCCl
  A: 100; B: 106; C: 105; D: 97; E: 109; F: 101; G: 96; H: 103
smiles: Clc1cc(Cl)c(Cl)c(Cl)c1Cl
  A: 118; B: 107; C: /; D: 107; E: /; F: 100; G: 104; H: /
smiles: C=C(C)[C@@H]1CC[C@]2(C)[C@H](CC[C@@H]3[C@H]4[C@H]5OC[C@@]4(CCC5(C)C)CC[C@]32C)[C@@]1(C)CCCN
  A: 98; B: 26; C: 71; D: 101; E: -49*; F: 97; G: 55; H: 101
smiles: O=C1Nc2ccccc2/C1=C\c1ccc(OCc2ccccc2)cc1
  A: 94; B: 94; C: 99; D: 109; E: 108; F: 98; G: 103; H: 105

Sorted by formula weight (smallest number first): some entries from above
Short forms – A = UACC-62; B = M14; C = EKVX; D = UACC-257; E = MALME-3M; F = SK-MEL-5; G = A549/ATCC; H = SK-MEL-2
smiles: c1ccc(CNNCc2ccccc2)cc1
  A: 99; B: 118; C: 104; D: 89; E: 117; F: 103; G: 89; H: 111
smiles: CC(C)=C[C@@H]1CC2Cc3c(C)cc(C)cc3N1O2 (stereo partly specified)
  A: 87; B: 102; C: 100; D: 104; E: 90; F: 101; G: 94; H: /
smiles: Clc1cc(Cl)c(Cl)c(Cl)c1Cl
  A: 118; B: 107; C: /; D: 107; E: /; F: 100; G: 104; H: /
smiles: CCOC(=O)c1ccccc1NC(=O)CCCl
  A: 100; B: 106; C: 105; D: 97; E: 109; F: 101; G: 96; H: 103
smiles: CCOC(=O)c1c[nH]c2ccc([N+](=O)[O-])cc2c1=O
  A: 105; B: 107; C: 100; D: 102; E: 96; F: 113; G: 101; H: /
smiles: O=C1Nc2ccccc2C(c2c[nH]c3ncccc23)N1 (stereo unspecified)
  A: /; B: 100; C: 110; D: /; E: 82; F: 104; G: 97; H: 95
smiles: O=C(/C=C/c1ccc([N+](=O)[O-])cc1)c1ccc(Cl)cc1
  A: 84; B: 98; C: /; D: /; E: 89; F: 99; G: /; H: 90
smiles: COc1ccc(-c2c(C#N)c(-c3ccccc3)nc3c2c(-c2ccccc2)nn3-c2ccccc2)cc1
  A: 96; B: 94; C: 113; D: 101; E: 91; F: 98; G: 93; H: 103
